# Bioassay records as filed in PubChem BioAssay.
# CASP6 VEID inh = inhibitors of human caspase-6. P55212. purified caspase-6, Z-VEID-R110 cleavage fluorescence. inhibition, % at 12.5 µM. hit rate 0.53% among 350,000;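 active = mean inhibition across replicates at least about 35%, with every replicate also reaching that limit, limit read from the data; inconclusive = only one of the two criteria met; inactive = neither criterion met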;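 note: 0% = median of neutral control wells and 100% = no fluorescence left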
# Target sequence (P55212 24-179 limits assumed): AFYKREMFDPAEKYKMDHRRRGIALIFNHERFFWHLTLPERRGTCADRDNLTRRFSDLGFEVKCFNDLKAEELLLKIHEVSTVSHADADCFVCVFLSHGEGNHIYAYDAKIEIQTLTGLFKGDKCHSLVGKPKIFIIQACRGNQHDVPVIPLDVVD
# Target sequence (P55212 194-293 limits assumed): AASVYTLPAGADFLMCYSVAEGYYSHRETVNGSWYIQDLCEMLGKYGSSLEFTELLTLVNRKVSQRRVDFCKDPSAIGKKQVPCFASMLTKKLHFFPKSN
# CFTR F508del cor = CFTR F508del correction in bronchial cells; CFBE cells, YFP halide quenching; stimulated with forskolin plus potentiator P3; % fluorescence drop versus neutral controls; activity (quench increase), % at 7.58 µM; hit rate 0.36% among 350,000; AID 720511;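 active = mean added fluorescence quench of at least 8% versus neutral control, with both replicates also reaching 8%; inconclusive = only one of the mean or replicate conditions met; inactive = mean below 8% and not both replicates reaching 8%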;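 note: cells transiently co-express mutant CFTR-F508del with the halide-sensitive YFP; corrector assay measuring rescue of mutant channel to the surface after 24 h compound exposure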
# DENV2 CPE = inhibitors of DENV2 cytopathic effect; CPE inhibition, % at 9.99 µM; hit rate 1.7% among 350,000; DENV2-infected cells, cytopathic effect rescue, plate reader; in the data active = CPE inhibition above about 20%, passing the limit was not always enough; inconclusive = no clear call, values can overlap the other calls; tested in BHK-21 cells;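 note: 0% = median of neutral control wells and 100% = median of positive control wells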
# XiGFP reactiv = reactivates the inactive X chromosome in mouse fibroblasts | XiGFP mouse fibroblasts, % GFP-positive cells imaging, 3 d; cells co-treated with 5-aza-dC sensitizer; scaled so ellipticine positive control = 100% | activation, % at 7.58 µM | hit rate 0.055% among 360,000 | AID 743238;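 active = mean normalized replicate activation at least 10% and every replicate at or above 10%; inconclusive = only one of the two criteria met; inactive = mean below 10% and not all replicates reach 10%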;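 note: 0% = median of on-plate neutral control wells and 100% = ellipticine 6 µM median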
#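 System: SV40-immortalized XiGFP fibroblast cells, line 68-5-11 / Incubation: 3-day compound exposure, then 15 min fixation at room temperature / Compound: single concentration per compound, delivered by pin transfer / Buffer or medium: DMEM plus 5-aza-dC sensitizer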
# GSIS activator = primary screen for activators of insulin secretion dependent on glucose, INS-1E cells, GLuc reporter luminescence; INS-1E GLuc reporter insulin secretion, 2-3 h; activation, % at 16.6 µM; hit rate 0.61% among 370,000; AID 743287;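 active = lowest replicate activation of at least 40%, so every replicate reaches that level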;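 note: 0% = median of neutral control wells and 100% = median of IBMX positive control wells; some compounds called inactive have numbers as strong as hits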
# RAD52 anneal inh = blocks human RAD52 DNA annealing; P43351; recombinant RAD52 DNA annealing, FRET fluorescence; inhibition, % at 18.7 µM; hit rate 0.46% among 360,000;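 active = every replicate showing at least 50% inhibition; inconclusive = mean inhibition at least 50% but not in every replicate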
# E-selectin induc = E-selectin induction on HUVECs. P16581. HUVEC E-selectin immunofluorescence imaging; normalized: neutral wells 0, TNF-alpha wells 100. activation, % at 7.58 µM. hit rate 0.37% among 260,000;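 active = mean E-selectin-positive cell signal at least 10% of the positive control, reached in at least 60% of replicates, without over 20% cell loss; inconclusive = no rule given, readout overlaps actives, possibly toxicity-flagged; inactive = the rest, including those meeting only one limit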;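 note: in these data hits start at about 27%; measured in HUVEC primary endothelial cells; signal is the percent of cells scored E-selectin positive by PE staining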
#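 System: HUVEC, human umbilical vein endothelial cells; quantity: 3,000 cells/well; buffer or medium: EGM-2 medium, gelatin-coated wells; dosing: single-point compound dose; detection: immunofluorescence imaging; evaluation: % PE-positive cells; benchmarks: TNF-alpha, DMSO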
# RAD54 branch = RAD54 (human) branch migration inhibition; Q92698; hit rate 0.14% among 360,000; RAD54 Holliday junction branch migration, FAM/BHQ fluorescence; inhibition, % at 10.4 µM;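 active = mean normalized replicate activity at least 40 and at least half of replicates scoring 40 or more; inconclusive = only one of the two criteria met; inactive = mean below 40 and under half of replicates reaching 40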;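 note: 0% = median of neutral control wells and 100% = median of positive control wells; inhibitors cause a drop in the FAM fluorescence signal; in these data hits start at about 50%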
# Target sequence (Q92698 whole entry, looked up): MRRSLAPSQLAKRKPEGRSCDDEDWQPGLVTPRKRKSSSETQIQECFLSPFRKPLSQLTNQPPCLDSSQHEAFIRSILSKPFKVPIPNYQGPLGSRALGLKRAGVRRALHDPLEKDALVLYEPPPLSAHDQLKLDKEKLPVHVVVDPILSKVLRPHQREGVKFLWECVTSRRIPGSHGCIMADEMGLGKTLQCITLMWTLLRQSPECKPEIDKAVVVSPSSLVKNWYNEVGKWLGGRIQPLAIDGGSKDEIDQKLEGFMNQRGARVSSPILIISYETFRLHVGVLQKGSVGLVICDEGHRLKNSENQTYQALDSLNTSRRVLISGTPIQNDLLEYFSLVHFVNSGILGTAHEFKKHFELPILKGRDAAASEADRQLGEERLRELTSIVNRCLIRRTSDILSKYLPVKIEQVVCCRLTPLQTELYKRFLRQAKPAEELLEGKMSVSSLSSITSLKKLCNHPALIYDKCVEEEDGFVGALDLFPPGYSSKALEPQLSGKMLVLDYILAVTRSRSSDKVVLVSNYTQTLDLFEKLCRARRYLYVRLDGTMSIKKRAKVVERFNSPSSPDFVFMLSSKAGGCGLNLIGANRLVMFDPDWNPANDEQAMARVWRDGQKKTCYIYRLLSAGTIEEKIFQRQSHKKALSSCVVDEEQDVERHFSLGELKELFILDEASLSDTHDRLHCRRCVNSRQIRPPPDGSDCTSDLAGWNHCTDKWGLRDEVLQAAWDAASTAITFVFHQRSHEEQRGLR
# * hit, by the source's call; ? = inconclusive; nt = not tested or not shown; & = joins results of further samples. The order is random, and some 3.7% of all compounds hit somewhere here.
SMILES,CASP6 VEID inh,CFTR F508del cor,DENV2 CPE,XiGFP reactiv,GSIS activator,RAD52 anneal inh,E-selectin induc,RAD54 branch
Cc1ccc(S(=O)(=O)N2CCC(=O)N([C@H](COCc3ccc(C(F)(F)F)cc3)Cc3ccccc3)CC2)cc1,0,2.5,0,0.0,-5,-11,-4.7,nt
COC(=O)C[C@H]1C[C@@H]2c3cc(NS(=O)(=O)c4ccc(OC)cc4)ccc3O[C@@H]2[C@H](CO)O1,-2,0.6&-3.0,5&17,-0.2&-0.1,-4&5,-16,-0.9&-0.1,2&-12
Cc1noc(C)c1NC(=O)N(C)C[C@@H]1OCCCC[C@@H](C)Oc2ccc(NC(=O)NC3CCCCC3)cc2C(=O)N([C@@H](C)CO)C[C@H]1C,-3,0.4,76*,0.3,5,1,nt,7
CO[C@H]1CN(C)C(=O)c2ccc(NC(=O)Nc3cccc(Cl)c3)cc2OC[C@H](C)N(C(=O)Nc2c(C)noc2C)C[C@@H]1C,0,-5.8,19,0.4,2,-10,0.0,nt
O=C(Nc1ccccc1F)N[C@@H]1CC[C@H](CCNC(=O)C2CCCCC2)O[C@H]1CO,-1,-1.7,11,-0.2,-6,7,-0.2,-6
COCC(=O)N1CCCCN2[C@H](CO)[C@@H](c3ccc(-c4ccc(C)cc4)cc3)[C@@H]2C1,1,-1.2,?,0.2,-16,8,-0.1,-8
O=C(Nc1ncc(Cc2ccccc2)s1)C1=NCCN1,-2,0.9,0,-0.2,5,-5,0.0,1
CCOc1cc(/C=N/NC(=O)CNc2cccc(C)c2)ccc1OC(=O)c1ccccc1,-1,nt,nt,nt,-12,-17,nt,-1
CCOc1ccccc1Nc1cc(C)nc2nc(C)nn12,1,-1.1,16,0.0,21,1,-0.1,-5
Cc1ccc(S(=O)(=O)N(C)C[C@H]2Oc3cc(Br)ccc3S(=O)(=O)N([C@@H](C)CO)C[C@@H]2C)cc1,4,-3.8,1,0.0,4,13,0.2,1
O=C(NCc1cc(F)cc(F)c1)[C@@H]1[C@@H](CO)[C@@H]2Cn3c(cccc3=O)[C@H]1N2C(=O)c1ccccn1,2,-0.9,-5,0.0,22,7,-0.2,nt
CC1CCN(C(=O)/C(=C\c2ccccc2F)NC(=O)c2ccccc2)CC1,1,1.4,0,0.4,5,-9,nt,-7
O=C(Nc1ccc(F)cc1)Nc1ccc2c(c1)[C@@H]1C[C@@H](CC(=O)N3CCOCC3)O[C@@H](CO)[C@@H]1O2,-1,2.3,-1,0.0,-5,9,-0.2,9
Cc1cccc(-n2c(C)cc(C(=S)N3CCOCC3)c2C)c1C,1,0.7,0,-0.1,11,-21,3.3,-8
Cc1ccc(Cl)c(OCC(=O)OCC(=O)NC2CCCc3ccccc32)c1 (centres undefined),2,-2.2,-6,0.0,8,-8,-0.2,-4
N#C[C@@H]1[C@H](c2ccccc2-c2ccccc2)[C@@H](CO)N1C(=O)NC1CCCCC1,0,-0.2,45*,0.0,-29,17,0.1,nt
COC(=O)c1ccc(S(=O)(=O)N2Cc3ccccc3C2)cc1,1,-3.3,-1,0.0,-4,0,nt,nt
CN(C)CC(=O)N[C@H]1CC[C@H](CC(=O)NCCN2CCCCC2)O[C@H]1CO,0,-0.3,-5,0.7,10,1,-0.6,2
N#CCC(=O)N/N=C/c1cc([N+](=O)[O-])ccc1N1CCOCC1,1,0.3,6,0.0,6,-15,nt,nt
CN(C)/N=C1\CCS(=O)(=O)c2sccc21,4,0.3,-1,0.0,7,-2,nt,nt
O=C(Nc1cccc2ccccc12)NC1CC1,0,-0.6,-10,0.1,17,-11,0.5,5
C/C=C/c1ccc(OCCCCN2CC(C)CC(C)C2)c(OC)c1 (centres undefined),-5,-0.5,-2,-0.1,10,-3,2.9,-22
O=C(Nc1ccon1)Nc1cccc(Cl)c1Cl,9,0.5,-9,0.2,-8,-24,0.1,10
CCCc1cn(CC[C@H]2CC[C@H](NC(=O)C3CCOCC3)[C@H](CO)O2)nn1,-5,-0.5,8,0.0,11,-1,0.1,-2
C[C@H]1CN([C@@H](C)CO)C(=O)c2cc(C#Cc3cccc(F)c3)cnc2O[C@H]1CN(C)C(=O)C1CCOCC1,nt,-0.7,nt,-0.3,-2,nt,0.0,nt

# Reprinted from the part before: 4 compounds, then new ones.
SMILES,CASP6 VEID inh,CFTR F508del cor,DENV2 CPE,XiGFP reactiv,GSIS activator,RAD52 anneal inh,E-selectin induc,RAD54 branch
C/C=C/c1ccc(OCCCCN2CC(C)CC(C)C2)c(OC)c1 (centres undefined),-5,-0.5,-2,-0.1,10,-3,2.9,-22
O=C(Nc1ccon1)Nc1cccc(Cl)c1Cl,9,0.5,-9,0.2,-8,-24,0.1,10
CCCc1cn(CC[C@H]2CC[C@H](NC(=O)C3CCOCC3)[C@H](CO)O2)nn1,-5,-0.5,8,0.0,11,-1,0.1,-2
C[C@H]1CN([C@@H](C)CO)C(=O)c2cc(C#Cc3cccc(F)c3)cnc2O[C@H]1CN(C)C(=O)C1CCOCC1,nt,-0.7,nt,-0.3,-2,nt,0.0,nt
COc1ccc(-c2cnn3cc(-c4cccc(Cl)c4)cnc23)cc1,-4,3.1,5,0.1,1,-9,nt,-6
O=C(COC(=O)c1ccc([N+](=O)[O-])o1)NCc1ccccc1,25,-0.7,4,0.3,nt,-29,1.0,nt
S=C(NCc1ccco1)Nc1ccc(Br)cc1Cl,2,-1.9,-2,0.0,2,-29,nt,nt
Cc1noc(C)c1NC(=O)Nc1ccc2c(c1)C(=O)N([C@@H](C)CO)C[C@@H](C)[C@H](CN(C)S(=O)(=O)c1cn(C)cn1)OCCCC[C@@H](C)O2,-1,-0.5,-5,-0.8,3,-11,-0.3,-9
O=C(NCCc1cccc(F)c1)/C(=C/c1cccnc1)NC(=O)c1ccccc1,0,nt,-2,0.1,-1,-10,nt,nt
O=C(COC(=O)CSc1nnc(-c2ccc(Cl)cc2)o1)Nc1cc(Cl)ccc1Cl,-4,2.0,8,0.7,10,-8,0.6,-8
C[C@@H]1CCCCO[C@H](CN(C)Cc2ccncc2)[C@H](C)CN([C@H](C)CO)C(=O)c2cc(N(C)C)ccc2O1,1,-0.7,-9,0.1,-4,-2,-0.3,-6
CN1c2ccc(-c3ccc(F)cc3)cc2[C@@H]2[C@@H](CCN2C(=O)Cc2ccccn2)[C@H]1CO,-4,-0.6,-15,0.1,6,-65,0.1,32
CCc1nc2c(OCCC3CCCCC3)cccn2c1N(C=O)Cc1ccc(OC)cc1,4,-6.7,4,-0.1,-28,-23,1.8,-17
Cc1c(NCc2nc3ccccc3[nH]2)c(=O)n(-c2ccccc2)n1C,3,1.7,9,nt,17,-23,nt,3
O=C(NCC1CC1)[C@@H]1[C@@H](CO)[C@@H]2Cn3c(ccc(C4=CCCC4)c3=O)[C@H]1N2CCC(F)(F)F,3,nt,0,0.5,1,-24,-0.5,-6
Cn1c(CNC(=O)c2ccc(F)cc2)nc2ccccc21,3,-0.1,-3,0.3,14,-14,0.1,-7
NC(=O)c1ccc(NC(=O)Nc2ccc3c(c2)OCO3)cc1,-4,1.3,-4,0.3,9,-10,nt,-3
COC(=O)c1ccc(CNCC(O)COc2ccc(-c3ccccc3)cc2)cc1 (centres undefined),-3,-1.0,10,0.1,4,15,0.0,-5
Cc1ccc(NC(=O)c2c([N+](=O)[O-])cnn2C)cc1C,-1,0.4,-5,0.0,-1,-9,nt,-8
C[C@H]1CCCCO[C@H](CN(C)C)[C@@H](C)CN([C@@H](C)CO)C(=O)c2cc(NC(=O)NC3CCCCC3)ccc2O1,0,-3.7,?,0.0,3,-3,2.0,4
CC1(C)N=C(N)N=C(N)N1c1cccc(CC(=O)Nc2ccccc2)c1,4,-0.5,-7,-0.1,nt,1,0.0,3
O=C(NC1CCCCNC1=O)c1ccco1 (centres undefined),3,0.7,3,-0.1,12,-12,-0.4,nt
CCCCN(C(=O)C1CC(=O)N(c2ccc(OC)cc2OC)C1)c1c(N)n(CC(C)C)c(=O)[nH]c1=O (centres undefined),5,-2.6,-6,-0.1,17,-2,0.1,16
O=S(=O)(Nc1c(S(=O)(=O)c2ccccc2)c2nc3ccccc3nc2n1C1CCCCC1)c1ccccc1,41*,-2.9,-6,-0.1,-25,-17,12,0
O=C(N[C@@H]1CC[C@@H](CC(=O)N2CCC(Cc3ccccc3)CC2)O[C@@H]1CO)c1cnccn1,-1,-4.2,3,-0.4,-7,-4,-0.5,-20
COc1ccc(OC)c(CN2CCN(C(=O)c3ccco3)CC2)c1,-3,1.4,4,0.0,13,-9,-0.2,6
COc1ccc(CNC(=O)Cn2nnc(-c3ccc(NC(=O)C4CCCCC4)cc3)n2)cc1,0,-1.0,11,0.0,6,-7,nt,nt
N#Cc1c2n(c(=S)n(-c3ccccc3[N+](=O)[O-])c1=O)CCCCC2,-1,2.3,-8,0.0,-3,-3,0.0,nt
COc1ccc(NC(=O)Nc2ccc3c(c2)CC(=O)N([C@@H](C)CO)C[C@H](C)[C@@H](CN(C)C(=O)Nc2ccc4c(c2)OCO4)O3)cc1,nt,-0.5,-2,-1.0,2,11,0.0,-1
# Going on with the list:
SMILES,CASP6 VEID inh,CFTR F508del cor,DENV2 CPE,XiGFP reactiv,GSIS activator,RAD52 anneal inh,E-selectin induc,RAD54 branch
CCOC(=O)c1sc(NC(C)=O)nc1C,4,-2.7,0,nt,-6,0,nt,-5
CCOC(=O)Cc1csc(NC(=S)NC(=O)c2cccc([N+](=O)[O-])c2)n1,2,nt,8,0.0,nt,-9,nt,nt
Cc1ccsc1C(=O)NCC(=O)OCc1ccccc1,-2,-6.1,?,0.0,14,-8,-0.4,-4
CCOc1ccc(N2C(=O)Nc3ccccc3C2(O)C(=O)NCc2ccc(C)cc2)cc1 (centres undefined),1,-0.7,-2,0.3,-1,-11,nt,nt
Cc1ccc(S(=O)(=O)Nc2ccc3c(c2)C(=O)N([C@H](C)CO)C[C@H](C)[C@@H](CN(C)C(=O)Nc2ccc4c(c2)OCO4)OCCCC[C@H](C)O3)cc1,1,-1.7,-4,0.1,3,-17,-0.1,0
CCNC(=O)/C=C1\NC(C)(C)Cc2c1ccc1ccccc21,-2,0.6,10,nt,3,-32,nt,-2
C[C@@H]1CN([C@@H](C)CO)C(=O)c2cc(NC(=O)Nc3ccc4c(c3)OCO4)ccc2O[C@@H]1CN(C)S(=O)(=O)c1ccccc1,-2,-2.6,-5,0.1,-12,-5,-3.1,1
COc1cc2nc(CN3CCN(S(=O)(=O)c4ccc(C)c(C)c4)CC3)[nH]c(=O)c2cc1OC,1,0.9,4,0.0,19,-21,nt,6
CS(=O)(=O)Nc1ccc(S(=O)(=O)N2CCCCCC2)cc1,-5,-4.7,-6,0.1,4,-11,0.0,5
CN(Cc1cccs1)C(=O)c1ccc(S(=O)(=O)NCc2ccco2)cc1,6,2.7,-4,0.0,-7,0,-0.7,nt

# Look-ups from the entries so far:
# DENV2 CPE, `O=C(NCCc1cccc(F)c1)/C(=C/c1cccnc1)NC(=O)c1ccccc1` : -2
# GSIS activator, `CCOc1ccc(N2C(=O)Nc3ccccc3C2(O)C(=O)NCc2ccc(C)cc2)cc1` (centres undefined) : -1
